Compound activity: PubChem BioAssay, several laboratories
TLR9-MyD88 block: TLR9-MyD88 interaction inhibition | Q9NR96+Q99836 | actives 0.21% (n = 340,000) | AID 504734 | CHO BLA complementation TLR9-MyD88, CCF4 FRET ratio | inhibition, % at 4.98 µM;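 active = inhibition above the mean over all tested compounds plus 3 SD, cut at about 21% in these data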;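 also: 0% = DMSO only wells and 100% = clavulanate BLA inhibitor control wells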
NCOA1 inh: inhibits human SRC1 coactivator; Q15788; HEK293 GAL4-SRC1 luciferase reporter, luminescence; inhibition, % at 3.6 µM; actives 0.12% (n = 360,000); AID 588354;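 active = inhibition above the campaign mean plus 3 SD, with each screening campaign given its own cutoff, cut at about 60% in these data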;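 also: 0% = DMSO treated cells and 100% = gossypol at 36 µM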
MC4R antag cAMP: human MC4R antagonism in cAMP assay; P32245; MC4R-expressing cells, MTII-stimulated cAMP, LANCE TR-FRET; inhibition, % at 6.5 µM; actives 0.48% (n = 360,000); AID 540295;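 active = inhibition above its plate's cutoff, the mean of tested wells on that plate plus 3 SD, cut at about 29% in these data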;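 also: 0% = Melanotan II alone and 100% = Melanotan II plus saturating MCL0020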
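Material: U2OS-MC4R stable cell line | Reagent: Melanotan II challenge after compound preincubation | Doses: One concentration, 6.5 µM nominal | Incubation: 30-min compound preincubation, 1-h Melanotan II challenge, 1-h detection, room temperature | Signal: TR-FRET cAMP assay | Replicates: One well per compound, no replicates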
LMP1 NFkB inh: reduces LMP1-driven NF-kappaB luciferase signal | LMP1-induced NF-kappaB luciferase reporter cells, luminescence | inhibition, % at 12.5 µM | actives 0.69% (n = 350,000) | AID 504558; in the data active = inhibition above about 41%;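 also: 0% = neutral control wells and 100% = reference inhibitor control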
NOD2-RIPK2 inh: inhibitors of human NOD2-RIPK2 interaction; O43353; CHO BLA complementation NOD2-RIPK2, CCF4 ratio; inhibition, % at 4.98 µM; actives 0.38% (n = 360,000); AID 624267; in the data active = inhibition above about 21%;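 also: 0% = vehicle only and 100% = reference blocker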
MC4R ag barr: activates human MC4R beta-arrestin recruitment; U2OS MC4R beta-arrestin complementation, luminescence; percent of melanotan II response, DMSO zero; activation, % at 8.9 µM; actives 0.98% (n = 360,000);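 active = activation above a per-plate cutoff, the mean activation of sample wells on that plate plus 3 SD, cut at about 8% in these data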
ABHD5-PLIN5 inh: blocks binding of human ABHD5 to perilipin-5. Q00G26+Q8WTS1. Split G. princeps luciferase complementation, luminescence, 4 h. inhibition, % at 4 µM. actives 0.78% (n = 360,000). AID 602281;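 active = inhibition above the mean inhibition across every tested compound plus 3 SD, cut at about 22% in these data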;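 also: 0% = DMSO only wells and the 100% control is not disclosed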
SRC3 inh: inhibitors of human steroid receptor coactivator 3 (SRC3) | inhibition, % at 3.6 µM | Q9Y6Q9 | actives 0.17% (n = 360,000) | HEK293 GAL4-SRC3 luciferase reporter, luminescence | AID 588352;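 active = inhibition above a per-campaign cutoff, the mean of all compounds plus 3 SD, cut at about 60% in these data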;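 also: 0% = DMSO-treated cells and 100% = gossypol-treated cells at 36 µM; higher means less SRC3-driven luciferase light from the GAL4 reporter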
LRH-1 inv ag: NR5A2 inverse agonism in reporter assay; HEK293T StAR-luciferase reporter, LRH-1 transfected, 24 h; inhibition, % at 3.6 µM; actives 0.13% (n = 360,000); AID 602396;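 active = inhibition above the mean inhibition of all tested compounds plus 3 SD, cut at about 73% in these data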;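 also: 0% = DMSO wells and 100% = reporter-only cells lacking LRH-1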
Target sequence (O00482 whole entry, looked up): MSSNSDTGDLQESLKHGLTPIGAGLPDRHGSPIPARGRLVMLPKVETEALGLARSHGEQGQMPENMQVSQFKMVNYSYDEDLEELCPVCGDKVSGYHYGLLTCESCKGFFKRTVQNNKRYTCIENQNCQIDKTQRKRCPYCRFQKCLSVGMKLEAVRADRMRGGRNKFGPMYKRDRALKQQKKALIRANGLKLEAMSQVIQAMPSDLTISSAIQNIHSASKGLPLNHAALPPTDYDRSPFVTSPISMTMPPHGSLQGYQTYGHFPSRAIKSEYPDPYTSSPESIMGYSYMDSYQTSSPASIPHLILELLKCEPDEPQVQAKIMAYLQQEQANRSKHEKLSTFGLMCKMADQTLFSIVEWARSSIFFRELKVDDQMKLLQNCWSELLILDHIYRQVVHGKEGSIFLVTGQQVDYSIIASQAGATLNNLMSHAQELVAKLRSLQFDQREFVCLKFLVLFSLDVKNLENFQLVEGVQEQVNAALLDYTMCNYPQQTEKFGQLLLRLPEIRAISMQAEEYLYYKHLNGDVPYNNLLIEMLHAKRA
COUP-TFII inh: blocks human COUP-TFII nuclear receptor; HEK293T NGFI-A luciferase reporter, luminescence; P24468; inhibition, % at 8.6 µM; actives 0.7% (n = 370,000);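 active = inhibition above a per-plate cutoff, mean inhibition of test wells between control levels plus 3 SD, cut at about 38% in these data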;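 also: cells cotransfected with COUP-TFII expression vector driving the NGFI-A reporter; 0% = median of COUP-TF2 test wells and 100% = reporter-only cells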
Target sequence (P24468 whole entry, looked up): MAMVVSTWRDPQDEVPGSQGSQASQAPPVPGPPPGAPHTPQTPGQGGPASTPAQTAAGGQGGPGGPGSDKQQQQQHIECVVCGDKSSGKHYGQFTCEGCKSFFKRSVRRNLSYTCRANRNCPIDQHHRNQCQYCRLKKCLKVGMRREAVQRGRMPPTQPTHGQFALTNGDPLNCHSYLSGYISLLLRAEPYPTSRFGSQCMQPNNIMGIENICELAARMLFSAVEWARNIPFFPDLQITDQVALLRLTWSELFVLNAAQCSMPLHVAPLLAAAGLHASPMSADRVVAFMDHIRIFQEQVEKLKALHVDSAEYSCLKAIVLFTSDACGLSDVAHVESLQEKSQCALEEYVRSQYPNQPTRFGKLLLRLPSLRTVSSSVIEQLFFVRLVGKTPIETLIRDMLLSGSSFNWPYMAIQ
SRC2 inh: inhibits human steroid receptor coactivator 2 | Q15596 | HEK293 GAL4-SRC2 luciferase reporter, luminescence | inhibition, % at 9 µM | actives 0.17% (n = 370,000) | AID 651957;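 active = inhibition above the mean inhibition of all tested compounds plus 3 SD, set per campaign, cut at about 52% in these data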;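 also: 0% = DMSO treated cells and 100% = cells given Gossypol at 36 µM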
* hit, by the source's call; . = no result given.

cpd	canonical_smiles	TLR9-MyD88 block	NCOA1 inh	MC4R antag cAMP	LMP1 NFkB inh	NOD2-RIPK2 inh	MC4R ag barr	ABHD5-PLIN5 inh	SRC3 inh	LRH-1 inv ag	COUP-TFII inh	SRC2 inh
1	Cc1ccccc1C(=O)N1CCC[C@@H]1C(=O)N1CCC[C@H]1C(=O)NCc1ccncc1	.	.	.	.	-14	.	3	.	-20	3	-32
2	CCC(C)NC(=O)c1cc2cc3ccc(OC)cc3nc2o1 (stereo unspecified)	-7	-21	6	-17	-1	-0.7	-1	-30	-100	-21	-16
3	CCOC(=O)CC1COCCN1Cc1cn[nH]c1-c1ccc2c(c1)OCO2 (stereo unspecified)	-9	16	6	1	2	-1.9	1	20	11	-36	-31
4	Cc1ccc2nc(-c3ccc(F)cc3)c(Cc3ccccn3)n2c1	.	-110	.	.	-16	.	6	-86	-128	-43	-20
5	CN(C)S(=O)(=O)N1CCC(CO)(Cc2cccc(C(F)(F)F)c2)CC1	0	-2	0	-19	-6	-2.7	-1	9	4	13	-11
6	CC[C@]12c3[nH]c4cc(-c5ccco5)ccc4c3CCN1C(=O)[C@@H](CC(=O)NCCc1ccccn1)C[C@@H]2C(=O)N1CCN(C(=O)C2CC2)CC1	7	-8	2	-2	-8	1.0	14	4	14	19	11
7	CO/N=C/C(=N\Nc1ccccc1)C(=O)c1ccccc1	4	-15	13	-2	-8	0.8	3	9	14	-7	8
8	CN(C)CCCNC(=O)/C(=N\O)c1ccccc1	0	1	0	-1	5	-0.4	5	8	-14	-1	-17
9	COc1ccc(NC(=O)CN2CCOCC2)cc1	-4	-6	7	-4	5	-3.5	-10	-31	-8	2	1
10	Cc1ccc(S(=O)(=O)Nc2cccc3c2O[C@H](CN(C)C(=O)Nc2cccc4ccccc24)[C@H](C)CN([C@H](C)CO)C3=O)cc1	0	-8	6	-2	0	-0.8	-12	2	-3	11	14
11	C[C@@]12C(=O)N(CCO)CC(=O)N1[C@H](/C=C/c1ccccc1)[C@@H]1C(=O)N(c3ccccc3)C(=O)[C@@H]12	-2	-16	-5	-4	2	-1.9	4	1	17	14	-2
12	Cc1cccnc1N(C(=O)Nc1ccccc1)C1=NCC(C)(C)S1	4	-7	4	-3	4	-2.1	-2	2	-10	9	-24
13	COc1ccccc1NC(=O)Nc1ccc(Cc2ccncc2)cc1	3	2	12	-9	1	-1.9	0	4	-34	-6	-11
14	COc1cc(NS(=O)(=O)c2ccc(OC)c(C)c2C)c(OC)cc1Cl	-1	-5	-18	17	-1	-1.3	-7	20	35	33	24
15	Cc1cc(=O)oc2cc(OCCSCCN3CCOCC3)ccc12	2	-4	3	-7	-12	-1.4	1	6	25	-7	-24
16	Cc1ccc(NC2CCCN(C(=O)CCC3(C)CC3)C2)cc1C (stereo unspecified)	-3	-13	4	4	-11	-2.1	2	7	11	-2	-7
17	CCC(=O)c1ccc(OCC(O)CN2C(=O)NC(C)(C)C2=O)cc1 (stereo unspecified)	1	-2	-2	1	-19	0.4	2	4	21	-7	-6
18	CCOC1(OCC)N=C(N)C2(C#N)C(c3cccc(OC)c3OC)C12C#N (stereo unspecified)	-6	10	11	3	-6	1.1	-2	-4	-20	6	-11
19	Cc1ccc(CC(=O)Nc2ccc(F)c([N+](=O)[O-])c2)cc1	6	5	7	0	-2	-1.6	-2	6	9	0	-34
20	COCCNC(=O)C1(C)CCCN(Cc2ccc(-c3ccccc3)o2)C1 (stereo unspecified)	.	9	-4	.	-12	-0.9	6	11	3	18	23
21	O=C(Nc1ccccc1)N1CCCC1c1cccs1 (stereo unspecified)	9	3	0	-10	-11	0.4	-2	18	9	-7	13
22	O=C(CCCCCNC(=O)N1CCn2c1nc1ccccc12)NCc1ccccc1Cl	-15	-17	1	-4	11	-1.9	-3	6	-16	8	-20
23	Cc1ccccc1S(=O)(=O)N(CC(O)CN1C(=O)NC(C)(C)C1=O)c1ccccc1 (stereo unspecified)	6	-11	13	1	-5	-3.7	0	13	-8	18	8
24	COc1ccc(CCN2CC(C(=O)O)CC2=O)cc1 (stereo unspecified)	0	-12	2	4	3	-1.2	0	2	2	0	3
25	Nc1c(Cl)cc(-c2cn(CCC(=O)O)c(-c3ccc(Cl)nc3)n2)cc1Cl	-12	-7	4	13	-1	-2.5	4	-4	-18	2	-3
26	COC(C(=O)NNC(=O)Cc1ccc(Cl)cc1)c1ccccc1 (stereo unspecified)	-14	3	-2	-6	2	1.4	-4	18	12	5	13
27	COc1ccc(/C=C/C(=O)OCC(=O)NCCC2=CCCCC2)cc1	3	4	13	-5	2	-1.6	-3	16	6	3	5
28	CCOC(=O)C1(Cc2ccccc2C)CCCN(C(=O)c2ccc(CSC)o2)C1 (stereo unspecified)	0	8	10	6	3	0.6	9	5	5	2	1
29	CCC(C)(C)C1CCC2(CC1)NC(CO)(CO)CO2 (stereo unspecified)	-13	-20	5	-1	-9	0.5	11	5	2	-8	1
30	CCN(CC)C(=O)N1CCN(C(=O)N(CC)CC)CC1	1	-2	-1	1	-7	-0.3	-2	5	11	7	5

Sorted by number of heavy atoms (descending): part of the list above
cpd	canonical_smiles	TLR9-MyD88 block	NCOA1 inh	MC4R antag cAMP	LMP1 NFkB inh	NOD2-RIPK2 inh	MC4R ag barr	ABHD5-PLIN5 inh	SRC3 inh	LRH-1 inv ag	COUP-TFII inh	SRC2 inh
20	COCCNC(=O)C1(C)CCCN(Cc2ccc(-c3ccccc3)o2)C1 (stereo unspecified)	.	9	-4	.	-12	-0.9	6	11	3	18	23
27	COc1ccc(/C=C/C(=O)OCC(=O)NCCC2=CCCCC2)cc1	3	4	13	-5	2	-1.6	-3	16	6	3	5
4	Cc1ccc2nc(-c3ccc(F)cc3)c(Cc3ccccn3)n2c1	.	-110	.	.	-16	.	6	-86	-128	-43	-20

Returning to the listing, repeating the 2 entries before the break.
cpd	canonical_smiles	TLR9-MyD88 block	NCOA1 inh	MC4R antag cAMP	LMP1 NFkB inh	NOD2-RIPK2 inh	MC4R ag barr	ABHD5-PLIN5 inh	SRC3 inh	LRH-1 inv ag	COUP-TFII inh	SRC2 inh
29	CCC(C)(C)C1CCC2(CC1)NC(CO)(CO)CO2 (stereo unspecified)	-13	-20	5	-1	-9	0.5	11	5	2	-8	1
30	CCN(CC)C(=O)N1CCN(C(=O)N(CC)CC)CC1	1	-2	-1	1	-7	-0.3	-2	5	11	7	5
31	Clc1ccc(C2Nc3cccc4cccc(c34)N2)c(Cl)c1	4	3	6	-11	0	2.5	13	10	-3	8	9
32	Cc1cc(=O)c2c(O)c(O)ccc2o1	7	-17	2	7	4	-1.8	2	-9	10	-3	-11
33	COc1ccc(CN2CCNC(=O)C2CC(=O)NCC(C)(C)N2CCOCC2)cc1C (stereo unspecified)	-2	3	0	-7	-13	-2.1	1	-8	11	8	2
34	Cc1c(Cl)cccc1NC(=O)NCc1ccncc1	-18	12	4	11	9	1.2	-1	4	-27	1	-5
35	CCN1C(=O)/C(=C2/Sc3ccccc3N2CC)S/C1=N\c1ncn[nH]1	-10	-9	-8	-6	1	-0.4	2	-18	20	-13	-9
36	COC(=O)C1=C(N)Oc2cc(C)n(Cc3cccnc3)c(=O)c2C1c1ccc(OC)c(OC)c1OC (stereo unspecified)	-7	-3	8	1	1	-0.3	3	4	10	17	-5
37	O=C(NCc1ccc2c(c1)OCO2)c1cc([N+](=O)[O-])ccc1N1CCCCC1	5	6	8	19	3	-0.8	-4	14	42	14	-7
38	CC1CCN(CCNC(=O)c2ccc3c(=O)n(Cc4ccc(Cl)cc4)c(=S)[nH]c3c2)CC1	11	-7	13	-36	-6	9.9*	10	-48	-31	.	.
39	Cc1ccc(S(=O)(=O)NCCCNS(=O)(=O)c2ccccc2[N+](=O)[O-])cc1	-4	14	-4	2	-6	0.7	-4	-10	-5	9	-22
40	O=C1C=C(Nc2cccc(Cl)c2)CC(c2ccco2)C1 (stereo unspecified)	-1	13	-6	1	2	-3.1	2	14	-6	13	8
41	O=C(c1cccs1)N1CCN(Cc2cn[nH]c2-c2ccc(F)cc2F)CC1	-21	2	2	22	-1	-1.7	-6	-14	-4	-5	30
42	CN1CCN(c2ncnc3c2c(-c2ccccc2)cn3-c2ccc(F)cc2)CC1	-4	10	12	-14	0	-4.7	12	5	-3	-23	0
43	COc1cccc(N2CCN(C(=S)Nc3ccccc3)CC2)c1	3	7	2	7	2	-1.6	-3	7	-5	-11	14
44	COCCn1c(C)cc(C(=O)CSc2nnc(C)s2)c1C	0	-29	-7	74*	-11	-0.7	-5	-10	-34	7	31
45	O=C1c2ccccc2C(=O)N1Cc1cnc(N2CCN(c3ccccc3)CC2)s1	6	-4	-17	-5	0	-2.1	-2	11	15	2	0
46	COc1ccc(C(=O)NC(=O)Nc2ncccc2C)cc1	-4	-86	-3	-1	0	-1.2	-1	-62	-70	-33	-43
47	COc1ccc(NC(=S)c2ccncc2)cc1	-7	3	1	11	-1	0.6	-1	11	-23	9	-3
48	CC(=O)c1c(O)c(C)c(-c2ccccc2)n(-c2ccccc2)c1=O	6	1	17	-5	-9	0.3	1	0	-8	13	1
49	Cc1c(NC(=O)c2cccs2)cccc1C(=O)O	-4	-34	0	-7	-5	2.7	2	-24	-42	-15	-21
50	COc1ccc(CN2CCCC(C(=O)c3cccc(OC(C)C)c3)C2)cc1Cn1cccn1 (stereo unspecified)	5	12	-5	-1	-4	-0.5	9	12	31	11	3

From entry 41 to 44, as listed above:
cpd	canonical_smiles	TLR9-MyD88 block	NCOA1 inh	MC4R antag cAMP	LMP1 NFkB inh	NOD2-RIPK2 inh	MC4R ag barr	ABHD5-PLIN5 inh	SRC3 inh	LRH-1 inv ag	COUP-TFII inh	SRC2 inh
41	O=C(c1cccs1)N1CCN(Cc2cn[nH]c2-c2ccc(F)cc2F)CC1	-21	2	2	22	-1	-1.7	-6	-14	-4	-5	30
42	CN1CCN(c2ncnc3c2c(-c2ccccc2)cn3-c2ccc(F)cc2)CC1	-4	10	12	-14	0	-4.7	12	5	-3	-23	0
43	COc1cccc(N2CCN(C(=S)Nc3ccccc3)CC2)c1	3	7	2	7	2	-1.6	-3	7	-5	-11	14
44	COCCn1c(C)cc(C(=O)CSc2nnc(C)s2)c1C	0	-29	-7	74*	-11	-0.7	-5	-10	-34	7	31

The list is partial. The share of hits here may be higher or lower than overall.
